Screening data from PubChem.
RMI-FANCM inh = disruptors of RMI1/RMI2 association with MM2 peptide – biochemical, fluorescence polarization, human, primary screen; RMI core complex (RMI1/RMI2) binding to FANCM MM2 peptide, human; RMI core complex with F-MM2 peptide; hits give low values; FP signal (polarization) at 33 µM; actives 0.58% (n = 70,000); in the data active means FP signal below about 40; further: inactives centre near 61; strong numbers were not always called active; unit not given here
An asterisk follows results filed as active; & = joins results of further samples.

SMILES	RMI-FANCM inh
COC(=O)c1ccc(CSc2nc(-c3ccco3)cc(C(F)(F)F)n2)cc1	62
COc1nc(N)nc(C2CC2)n1	46
CSc1ccc(CNC(=O)c2cn(-c3cccc(Cl)c3)nn2)cc1	84
COc1cccc(C(=O)Nc2nc3c(Br)cccc3s2)c1OC	56
CC(C)N(C(=O)Cn1c(Cc2ccccc2)nc2ccccc21)c1ccccc1	59
COc1ccc(S(=O)(=O)NNC(=O)CSCc2nc(-c3ccc(Cl)cc3)cs2)cc1	65&78
CCCc1ncc(C[n+]2ccccc2C)c(N)n1	54&62
CSC(=NS(=O)(=O)c1ccccc1)NNC(=O)c1c(-c2c(Cl)cccc2Cl)noc1C	54
Cc1cccc(NC2C=CS(=O)(=O)C2)c1C (stereo not given)	60
COc1ccc(S(=O)(=O)Nc2ccc3c(c2)CN(C(=O)C(C)C)CC3)cc1F	84
FC(F)(F)c1n[nH]c(=S)n1/N=C\c1ccc(N2CCOCC2)cc1	64
Cc1ccc(-c2nnc(-n3ncc(C#N)c3N)c3ccccc23)cc1	94
COc1cc(C)c(C)cc1S(=O)(=O)NCC1CCN(C(C)C)CC1	59&69
COc1ccc(C2C(C#N)=C(N)N3CCc4cc(OC)c(OC)cc4C3=C2C#N)cc1 (stereo not given)	57
COC(=O)Cc1cc(OC)c(OC)cc1C(C)=O	42

Arranged by the number under RMI-FANCM inh (lowest first): 6 of the compounds above.
canonical_smiles,RMI-FANCM inh
COc1ccc(C2C(C#N)=C(N)N3CCc4cc(OC)c(OC)cc4C3=C2C#N)cc1 (stereo not given),57
CC(C)N(C(=O)Cn1c(Cc2ccccc2)nc2ccccc21)c1ccccc1,59
Cc1cccc(NC2C=CS(=O)(=O)C2)c1C (stereo not given),60
COC(=O)c1ccc(CSc2nc(-c3ccco3)cc(C(F)(F)F)n2)cc1,62
FC(F)(F)c1n[nH]c(=S)n1/N=C\c1ccc(N2CCOCC2)cc1,64
COc1ccc(S(=O)(=O)Nc2ccc3c(c2)CN(C(=O)C(C)C)CC3)cc1F,84

The listing continues.
SMILES	RMI-FANCM inh
CC(=O)Nc1ccc(S(=O)(=O)n2nc(C)c(C)c2C)cc1	64
COc1ccc(CCC(=O)NCC(c2ccsc2)N2CCN(C)CC2)cc1 (stereo not given)	66
Nc1nnc(Sc2cc(-n3cccc3)c(Cl)cc2[N+](=O)[O-])s1	55
C#CC(C)(C)NC(=O)c1ccc(-c2ccc(CC)cc2)cc1	55
NCC1CCN(Cc2cccs2)CC1	75
CCOC(=O)c1ccc(S(=O)(=O)N2CCN(CCn3nc(-c4ccccc4)ccc3=O)CC2)cc1	60
COc1ccc(Cl)cc1N1C(=O)CSCC1=O	61
O=C(CCc1ccccc1)N1CCN(c2nc3c(F)cc(F)cc3s2)CC1	52
c1ccc(-c2nsc(-n3ccc(-c4cccs4)n3)n2)cc1	53
Cc1ccc(C(=O)NCC(c2ccc3c(c2)CCCN3C)N2CCOCC2)cc1 (stereo not given)	68
CSc1cccc(NC(=O)C(=O)Nc2ccc(C)cc2)c1	57
O=S1(=O)CC(O)C(O)C1 (stereo not given)	60
O=C(CSc1ccccc1[N+](=O)[O-])NNC(=S)NC1CC2C=CC1C2 (stereo not given)	57
O=C(CSc1nnc(OC(=O)c2cccs2)n1C1CC1)c1ccc2c(c1)OCCO2	54
CCN(C(=O)Cc1cc(=O)oc2cc(C)ccc12)c1ccccc1	66

For reference, part of the list above:
SMILES	RMI-FANCM inh
COC(=O)c1ccc(CSc2nc(-c3ccco3)cc(C(F)(F)F)n2)cc1	62
COc1nc(N)nc(C2CC2)n1	46
CSc1ccc(CNC(=O)c2cn(-c3cccc(Cl)c3)nn2)cc1	84
COc1cccc(C(=O)Nc2nc3c(Br)cccc3s2)c1OC	56
CC(C)N(C(=O)Cn1c(Cc2ccccc2)nc2ccccc21)c1ccccc1	59
COc1ccc(S(=O)(=O)NNC(=O)CSCc2nc(-c3ccc(Cl)cc3)cs2)cc1	65&78

Additional structures follow.
SMILES	RMI-FANCM inh
CCOC(=O)c1c(-c2ccccc2)csc1Nc1nc(S(=O)(=O)c2ccccc2)c(Cl)s1	62
COC(=O)c1ccc([N+](=O)[O-])s1	66
COCc1cc(=O)oc2cc(NS(=O)(=O)c3ccc(C)cc3)ccc12	58
CC(C)C(=O)Nc1ccc(C(=O)NCCNS(=O)(=O)c2ccc(F)c(Cl)c2)cc1	66
O=C(CCCN1C(=O)c2cccc3cccc(c23)C1=O)Nc1cccc2cnccc12	71
O=C(NCCc1cn2ccsc2n1)c1cccs1	50
Cc1ccc(N(C(=O)C2CC2)C2C=CS(=O)(=O)C2)cc1Cl (stereo not given)	59
Cc1ccn2cc(-c3ccc(NC(=O)c4cccc(I)c4)cc3)nc2n1	60
COc1ccc(S(=O)(=O)Nc2ccc3c(c2)N(C(=O)c2ccco2)CC3)cc1OC	68
OC[C@H]1O[C@@H](O[C@H]2[C@H](O)[C@@H](O)[C@@H](O)O[C@@H]2CO)[C@H](O)[C@@H](O)[C@@H]1O	58
NNC(=O)Cn1nnc(-c2cccs2)n1	51
COc1ccc(OC)c(NC(=O)c2cnc3scc(C)n3c2=O)c1	60
COc1ccccc1NC(=O)/C(C#N)=C/c1cn(C)c2ccccc12	57
CCOC(=O)c1c(N)sc2c1CN(C(C)=O)CC2	63
COc1ccc(C)cc1S(=O)(=O)NCC(=O)N1CCOC(c2ccccc2)C1 (stereo not given)	71
O=C(Cc1ccc2c(c1)OCO2)Nc1onc2c1CCC2	52
CCOC(=O)c1sc(-c2ccccc2)cc1NC(=O)c1ccnn1C	70
COC(=O)C/C(=N/Nc1c(Cl)cc(Cl)cc1Cl)C(=O)OC	50
CC1(C)CC(=O)c2sc(NC(=O)CCCSc3ccc(F)cc3)nc2C1	73
Cc1cc(C)nc(N/N=C\c2cccs2)n1	83
CC1=NN(c2ccccc2)C(=O)/C1=C\c1ccc(-c2cccc([N+](=O)[O-])c2)o1	45
Cc1nn(-c2ccccc2)nc1C(=O)ONC(=O)c1ccccc1	57
Cn1c(/C=C/C=C/N2CCCC2)nc2ccccc2c1=O	64
O=C(COc1ccccc1F)NCCN1CCN(c2ccccc2)CC1	63
CSc1nc2ccc(NC(=O)c3ccccc3Br)cc2s1	61
COc1ccc(N2CCN(C(=O)c3ccc(=O)n(C)n3)CC2)cc1	59
COc1ccc(C)cc1NC(=O)Cc1csc(Nc2ccc(F)cc2)n1	64
O=C(NCc1cccs1)c1cc(-c2ccccc2)oc1C(F)(F)F	60
CC1=NOC(=O)/C1=C\c1cccs1	55
O=C(c1ncc[nH]1)c1cccs1	55
Cc1ccc2nc(-c3ccc(OCC(=O)N=Nc4c(O)[nH]c5ccccc45)cc3)cc(-c3ccccc3)c2c1	20*
Cc1ccc(-c2noc(-c3cccn(CC(=O)NC4CCCCC4)c3=O)n2)cc1	74
O=C(Nc1ccc(SCc2ccncc2)nn1)c1cccc(F)c1	65
Cc1ccc(-n2ncc3c(C4CC4)nn(CC(=O)N4CCC(C)CC4)c(=O)c32)cc1C	59&67
CN(C)CCNC(=O)C(=O)Nc1ccccc1C#N	63
COc1ccc(CCNC(=O)c2ccc3c(=O)nc4c(-c5ccccc5)n[nH]n4c3c2)cc1OC	61
CC(C)(C)C1CCc2c(sc3nc(CCC(=O)NCc4ccccn4)[nH]c(=O)c23)C1 (stereo not given)	63
COc1ccc(C(=O)c2cnc3ccccc3c2N2CCN(c3ccccc3F)CC2)cc1	59
C/C=C/c1ccc(OCCn2cnc3ccccc32)c(OC)c1	57
O=C(OCCN1C(=O)c2cccc3c(N4CCOCC4)ccc(c23)C1=O)c1cc(Cl)cc(Cl)c1	-50
O=C(O)c1cccc(-c2cccs2)c1	56
CC(=O)Nc1ccc(N=Cc2ccc(OC(=O)c3ccccc3OC(C)=O)cc2)cc1	68
O=C1/C(=C/c2cccc(F)c2)Oc2c1ccc1c2CN(C2CC2)CO1	15
COc1cccc(C(=O)N2CCc3cc(OC)c(OC)cc3C2COc2ccc3c(C)cc(=O)oc3c2)c1 (stereo not given)	86
O=C(CN1CCCC(c2nc3ccccc3[nH]2)C1)Nc1cccc(F)c1 (stereo not given)	58&61
O=C(Cc1cccs1)NCC1CN(c2ccccc2)C(=O)O1 (stereo not given)	63
COc1cccc(CNC(=O)CSc2ncc(-c3ccc(F)cc3)o2)c1OC	68
Cn1c(=O)[nH]c(=O)c2c1nc(CN1CCN(c3ccc(F)cc3)CC1)n2CCc1ccccc1	61
Cc1cc(C)n(CC(=O)N2CCN(c3ccccc3F)CC2)c(=O)c1C#N	64
Cn1nccc1N1C(=O)CCC1=O	54
FC(F)(F)c1cc(-c2cccs2)nc(-n2cncn2)n1	57
CCOC(=O)COc1coc(CN2CCN(c3ccccc3)CC2)cc1=O	54
O=C(Cc1cccc2ccccc12)Nc1ccc2c(c1)C(=O)NCCO2	69
COC(=O)Cn1c(=NC(=O)c2ccccc2I)sc2cc([N+](=O)[O-])ccc21	62
CC(C)S[C@@H]1O[C@H](CO)[C@@H](O)[C@H](O)[C@H]1O	68
Cc1ccc(Cl)c2sc(N)nc12	57
CC(=O)N1CCc2c(sc(NC(=O)CCCSc3ccccc3)c2C(N)=O)C1	48
O=c1c(C(F)(F)F)cccn1Cc1cc(Cl)cc(Cl)c1	56
Cc1cc(NC(=O)CCCn2nc(-c3ccco3)ccc2=O)on1	59
COc1ccc2nc(-c3ccc(NC(=O)Cc4ccc(F)cc4)cc3)cn2n1	100

(more compounds)
SMILES	RMI-FANCM inh
CCCn1c(=NC(=O)c2ccc(S(=O)(=O)N3CCc4ccccc4C3)cc2)sc2ccc(OC)cc21	68
Oc1ccc(-c2ccccc2)cc1Br	53
Cc1nn(C)c(COC(=O)Nc2ccc(Cl)cc2)c1[N+](=O)[O-]	53
CN=C(C)C(C(=O)OC)=C(O)c1ccc(C(F)(F)F)cc1	63
O=C(CC1CCCCN1S(=O)(=O)c1ccc(Cl)cc1)Nc1ccc2c(c1)OCCO2 (stereo not given)	56
COc1ccc(Cl)cc1NC(=O)c1cc(=O)c(OC)cn1C	63
Cc1cccc(C)c1OCCOCC(O)CN1CCN(CCN2C(=O)c3cccc4cccc(c34)C2=O)CC1 (stereo not given)	62
CSc1cc(C(C)(C)C)[nH]n1	53
CN(C)C(CNC(=O)C(=O)NCc1cccs1)c1ccco1 (stereo not given)	52
CC(=O)Nc1nc(CC(=O)c2ccccc2)cs1	56
NS(=O)(=O)c1cc2c(cc1Cl)NC(C1CC3C=CC1C3)NS2(=O)=O (stereo not given)	64
COc1ccccc1CNC(=O)C(=O)Nc1cccc(N2CCCCC2=O)c1	54
Cc1nc(N2C(=O)C(=O)C(=C(O)c3ccc(F)cc3)C2c2ccco2)sc1C (stereo not given)	64
O=C(Nc1ccc(-c2nc3ccccc3[nH]2)cc1)c1ccc(N2C(=O)CCC2=O)cc1	107
COc1ccc(-c2noc(-c3cc(-c4ccc(Cl)cc4)n[nH]3)n2)cc1	84
COc1ccc(OCCNC(=O)N2CCN(c3ccccc3)CC2)cc1	68
Cc1cc([N+](=O)[O-])ccc1S(=O)(=O)NNC(=O)CSc1nc2cccnc2s1	58
Cc1ccc(NC(=O)c2cc(-c3cccc([N+](=O)[O-])c3)oc2C)cc1	64
N#CC(C#N)=C(/C=C/c1ccccc1)C1CC1	60
Cc1cccc(N2CCCn3c2nc2c3c(=O)n(CC(=O)OCc3ccccc3)c(=O)n2C)c1	56
Cc1cc(C)c(S(=O)(=O)Nc2ccc3c(c2)CCCN3S(=O)(=O)c2cccs2)c(C)c1	54
O=S(=O)(Nc1ccccc1F)c1c(Cl)cccc1Cl	54
Cc1n[nH]c(=O)c2noc(C)c12	57
CN(C)C(=S)Cc1ccc(Cl)cc1	52
O=C(NCCc1ccccc1)c1nnc(-c2ccccc2)o1	71
O=C(NNC(=O)c1csc(CS(=O)(=O)c2ccc(Cl)cc2)n1)c1ccc(Cl)cc1	53
O=C(O)c1ccccc1O	63
COc1cc(/C=N\n2cnnc2)ccc1OC(=O)c1ccco1	56
O=c1c2ccccc2c2ccccc2c(=O)n1Cc1ccccc1	62
C[N+](C)(C)CC(=O)O	61
Cc1noc(C)c1CSc1nnc2scc(-c3ccccc3)n12	61
CNC(=O)CCn1cnc2c([nH]c3ccc(C)cc32)c1=O	63
COc1cccc(NC(=O)NCCNC(=O)c2ccc(NC(=O)C3CC3)cc2)c1OC	67
CCOc1ccc(-n2c(SCC(=O)NCc3ccco3)nc3c([nH]c4ccccc43)c2=O)cc1	74
CCOC(=O)c1c(C)c(C)n(CC2CC2)c1NC(=O)c1ccc(Cl)cc1	54
CCOc1ccc(Nc2nc(Nc3cccc(Cl)c3)nc(N3CCOCC3)n2)cc1	55
O=C(CCc1csc(NC(=O)Nc2ccccc2)n1)NCc1ccccn1	63
CSCCC(C(=O)O)N1C(=O)/C(=C/c2ccc[nH]2)SC1=S (stereo not given)	243
CNCC[C@@H](Oc1ccccc1C)c1ccccc1	68
Cc1csc(NC(=O)CN2CCN(Cc3nc(-c4cccs4)cs3)CC2)n1	63
O=C(Nc1ccc(F)c(F)c1)C(=O)Nc1ccc2c(c1)OCO2	50
CC1Oc2ccccc2C=C1/C=C/C(=O)O (stereo not given)	56
C=CCn1c(SCC(=O)N2CCC(C)CC2)nc2sc(-c3ccccc3)cc2c1=O	66
CCOc1ccc2nc(N(Cc3ccccn3)C(=O)c3cccc([N+](=O)[O-])c3)sc2c1	63
CCOc1ccc(NC(=O)CSc2nc3c(-c4ccccc4)c[nH]c3c(=O)[nH]2)cc1	79
CC1CCN(C(=O)CSc2nc3[nH]ncc3c(=O)[nH]2)CC1	55
O=c1[nH]c(Nc2ccc3c(c2)OCCO3)nnc1-c1ccccc1	57

A portion of the library; count on the stated rates, not on these rows.
